ASM inhibitor – Inhibitors of Secretory Acid Sphingomyelinase (S-ASM): qHTS; Sphingomyelin phosphodiesterase (Homo sapiens), P17405; placental ASM, HMU-PC fluorogenic substrate, 60 min; hit rate 0.006% among 340,000; Potency, µM (series often up to 57.5 µM), inactives show at the highest dose activity change, negative = inhibition, usual class: inhibitors; also: potency is read from the fitted curve at half-maximal effect
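Human placenta-derived ASM enzyme was preincubated with compound for 10 minutes at room temperature, then given fluorogenic substrate HMU-PC0 (9 uM final) for 60 minutes at 37 °C; a pH 10 stop preceded fluorescence reading at Ex 386/Em 447 nm.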
KCNH2 3.1 block – qHTS for Inhibitors of KCHN2 3.1: Mutant qHTS. hit rate 0.95% among 340,000. Potassium voltage-gated channel subfamily H member 2, brain isoform KCNH2 3.1 (human). activity change, % (tested at about 1.8 µM). U2OS KCNH2 3.1, thallium flux FluxOr; stronger effect = lower value;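 active = maximum activity change below -70%; inconclusive = maximum activity change from -70% to -50%; inactive = maximum activity change above -50%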;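 also: thallium influx rate constant from kinetic fluorescence after stimulation buffer; % is scaled to controls: 0 for no effect and ±100 for the full control effect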
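Kinetic fluorescence (2 min after stimulation buffer) measures Tl+ influx through KCNH2 3.1 expressed by viral transduction in U2OS cells; the rate constant is normalized against DMSO controls serving as positive and negative references.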
AT treatment – qHTS Assay for Identifying a Potential Treatment of Ataxia-Telangiectasia | […] A-T fibroblasts, KAP-1 phosphorylation AlphaLISA; neocarzinostatin DNA damage 30 min before lysis | Potency, µM (titrated, usually from 57.5 µM), for inactives: top-dose activation, hits mostly activators | hit rate 0.19% among 320,000; also: potency is read from the fitted curve at half-maximal effect; % of control where 0% means no effect; nearly all actives have a fitted effect of over 45% in size
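hTERT-immortalized A-T patient fibroblasts ([…]), 500 cells/well in OPTI-MEM, 1% FBS, got compounds for 60 min, then NCS for 30 min at 37C. Lysates were then assayed for phospho-KAP-1 by AlphaLISA (anti-pKAP1 donor, anti-KAP1 acceptor beads), 6 hr at 25C.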
TRPV1 agonist – HTS Assay for Compounds that Act as Agonists of the Vanilloid Receptor 1. AID 540275, 2011. hit rate 0.19% among 320,000. activation, % at 8.33 µM. TRPV1-expressing cells, Fluo-8 calcium influx, agonist mode; in the data active = activation above about 80%; inconclusive = between about 30% and that limit; also: 0% is about no effect
Target sequence (Q8NER1 whole entry, looked up): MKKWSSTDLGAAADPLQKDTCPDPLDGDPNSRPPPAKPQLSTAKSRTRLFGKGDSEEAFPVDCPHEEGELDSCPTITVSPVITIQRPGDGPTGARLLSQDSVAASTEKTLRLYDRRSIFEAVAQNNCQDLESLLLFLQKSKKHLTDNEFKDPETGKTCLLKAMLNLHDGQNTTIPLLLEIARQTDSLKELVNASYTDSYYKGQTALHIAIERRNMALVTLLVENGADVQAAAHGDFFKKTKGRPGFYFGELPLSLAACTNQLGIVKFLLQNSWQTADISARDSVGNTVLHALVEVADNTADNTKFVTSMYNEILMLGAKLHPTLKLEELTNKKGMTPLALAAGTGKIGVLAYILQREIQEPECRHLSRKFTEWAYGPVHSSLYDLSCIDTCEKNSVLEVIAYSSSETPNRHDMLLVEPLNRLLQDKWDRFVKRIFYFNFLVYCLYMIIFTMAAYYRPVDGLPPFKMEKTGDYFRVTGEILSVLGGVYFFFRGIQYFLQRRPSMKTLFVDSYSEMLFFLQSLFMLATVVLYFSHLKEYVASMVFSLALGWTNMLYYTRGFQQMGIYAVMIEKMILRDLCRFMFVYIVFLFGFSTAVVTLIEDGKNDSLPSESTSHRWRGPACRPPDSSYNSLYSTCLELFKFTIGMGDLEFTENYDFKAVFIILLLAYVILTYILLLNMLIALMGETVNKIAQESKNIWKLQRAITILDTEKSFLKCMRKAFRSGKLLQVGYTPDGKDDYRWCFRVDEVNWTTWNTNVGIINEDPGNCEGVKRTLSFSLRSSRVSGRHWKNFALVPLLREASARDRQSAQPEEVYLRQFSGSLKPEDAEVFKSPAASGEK
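Fluo-8 calcium influx in TRPV1-expressing cells, kinetic read (ex 480/em 520 nm). Compound added and read 3 min for agonist activity, followed by capsaicin at EC20 final and 2 min further read for enhancement.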
MBNL1 CUG block – qHTS Assay for Inhibitors of MBNL1-poly(CUG) RNA binding; AID 2675, 2010; Muscleblind-like protein 1 (Homo sapiens), Q9NR56; Potency, µM (series often up to 57.5 µM), without a hit: at the top dose activity change, negative = inhibition, most hits filed as inhibitors; hit rate 0.036% among 280,000; TR-FRET MBNL1-His/biotin-(CUG)12 binding, 665/545 ratio; active = well fitted inhibition curve with a large enough effect in the signal ratio, with a control signal flat, not every such curve was filed as active; inconclusive = small, poorly fitted or top-dose-only effect, or effect the other way, or a change in a side signal; inactive = no such curve, though single readings can be large or run the other way; the % refers to the signal ratio; also: potency is read from the fitted curve at half-maximal effect; % is scaled to controls: 0 for no effect and ±100 for the full control effect
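Compound titration spanned 92 nM–58 uM against the MBNL1-His/biotin-(CUG)12 complex. After 60 min at room temperature with 5 nM streptavidin-XL665 and 0.055 ng/ul terbium anti-His, ratiometric 665/545 nm emission (Ex 340 nm) normalized to controls.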
a7 integrin act – qHTS for Activators of Integrin-Mediated Alleviation for Muscular Dystrophy; Potency, µM (doses to about 38.3 µM), inactives show at the highest dose activation, usual class: activators; hit rate 0.064% among 350,000; alpha7betagal myoblasts, beta-gal FDG fluorescence, 48 h;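 also: potency is read from the fitted curve at half-maximal effect; 100% = response of the positive control SU9516; nearly all actives have a fitted effect of over 60% in size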
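alpha7betagal+/- myoblasts (passage 13, 250/well) treated 48 h at 37C with compounds at 1:260 dilution of DMSO stock. Lysed, then beta-galactosidase activity read as FDG fluorescence (ex 480/em 540) after 30 min, with pre-read for autofluorescence.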
MLL CXXC-DNA inh – qHTS Fluorescence Polarization Assay for Inhibitors of MLL CXXC domain - DNA interaction; Histone-lysine N-methyltransferase 2A (Homo sapiens), Q03164; MLL-CXXC / FITC-HOXA9 DNA fluorescence polarization; Potency, µM (series often up to 115 µM), inactives show at the highest dose activity change, negative = inhibition, hits mostly inhibitors; hit rate 0.037% among 290,000; AID 2662, 2010; active = well fitted inhibition curve with a large enough effect in the polarisation, with a control signal flat, not every such curve was filed as active; inconclusive = small, poorly fitted or top-dose-only effect, or effect the other way, or a change in a side signal; inactive = no such curve, though single readings can be large or run the other way; the % refers to the polarisation; also: potency is read from the fitted curve at half-maximal effect
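Purified MLL-CXXC (added from a 7 uM solution) was preincubated 5 min at ambient with pinned compounds in 50 mM Tris-HCl pH 7.5, 50 mM NaCl, 1 mM DTT, 0.05% BSA. Fluorescein-labeled HOX-A9 DNA (50 nM solution) followed, 30 min, then polarization read.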
GALK inh – qHTS Assay for Inhibitors of Human Galactokinase (GALK); Purified GALK, Kinase-Glo residual ATP luminescence; Potency, µM (series often up to 57.5 µM), inactives show at the highest dose activity change, negative = inhibition, actives largely listed as inhibitors; hit rate 0.007% among 270,000; AID 1868, 2009; also: potency is read from the fitted curve at half-maximal effect; % is scaled to controls: 0 for no effect and ±100 for the full control effect
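Compounds were pin-transferred into ATP buffer (35 uM final), then GALK plus galactose (5 nM, 100 uM final) was added. After 1 h at room temperature, Kinase-Glo Plus was added and luminescence read after 10 min.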
FBPA coupling cs – qHTS Assay for Inhibitors of Fructose-1,6-bisphosphate Aldolase from Giardia Lamblia: Coupling assay counterscreen | coupling enzyme system counterscreen, AmpLite Red fluorescence | activity change, negative = inhibition, % at 58.2 µM, hits read low | hit rate 0.67% among 290,000; in the data active = activity change below about -30%; also: % is scaled to controls: 0 for no effect and ±100 for the full control effect
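Counterscreen of the coupled detection system alone, without aldolase: glyceraldehyde-3-phosphate coupling enzymes plus AmpLite Red readout. Compounds at 57.5 uM final, 10 min RT preincubation, 20 min RT reaction, fluorescence 525/598 nm.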
hERG WT inh – qHTS for Inhibitors of KCHN2 3.1: Wildtype qHTS; U2OS, BacMam KCNH2, thallium flux FluxOr; stronger effect = lower value; Voltage-gated inwardly rectifying potassium channel KCNH2 (Homo sapiens), Q12809; activity change, % at 1.84 µM; AID 720551, 2013; hit rate 0.37% among 340,000;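 active = maximum activity change below -70%; inconclusive = maximum activity change between -70% and -50%; inactive = maximum activity change above -50%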; also: % is scaled to controls: 0 for no effect and ±100 for the full control effect
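U2OS cells were transduced with wild-type KCNH2 virus (2.03 x 10^8 / mL) for 4 h at room temperature, then cultured overnight at 37 C. Thallium flux was read with FluxOr dye. Rate constants were normalized to DMSO controls.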
Numbers without * were called inactive; i = inactive; ? = inconclusive; . = no result given; [ ] = remark or other dose. Unless noted, calls follow the shape of the dose curve; as a rule, active = well fitted curve in the direction sought with a large enough effect; inconclusive = small, poorly fitted or top-dose-only effect, or another doubt; inactive = no such curve, though single readings can be large; an effect the other way counts as inactive or inconclusive.

SMILES	ASM inhibitor	KCNH2 3.1 block	AT treatment	TRPV1 agonist	MBNL1 CUG block	a7 integrin act	MLL CXXC-DNA inh	GALK inh	FBPA coupling cs	hERG WT inh
COc1ccccc1OCC(=O)OCc1cc(-c2ccco2)on1	1%	10	4%	-2	.	0%	.	.	.	-5
CN1C(=O)c2ccc(N3CCCC3)cc2C1=O	-3%	9	9%	-3	?	11%	-2%	0%	0	8
O=C(CCc1nnc(CCc2ccccc2)o1)NC(c1cccnc1)C(F)(F)F (configuration not stated)	2%	1	-7%	4	-4%	?	0%	3%	-1	-2
Cn1c(CCN2CCCCCC2)nc2cc(NC(=O)Nc3ccccc3)ccc21	-3%	-1	6%	3	-2%	-50%[inhibitor]	1%	3%	1	1
COc1cccc(C2C(C(C)=O)=C(C)Nc3ncnn32)c1 (configuration not stated)	14%	4	-1%	-4	-1%	-1%	21%	1%	2	3
O=C(NC1CCCC1)c1ccc(CS(=O)(=O)Cc2ccccc2F)o1	-1%	-10	15%	0	-2%	4.5µM*	?	-5%	.	-11
O=C1NC2(CCCCC2)C(=O)N1Cc1cccc(C(F)(F)F)c1	1%	7	-3%	?	0%	11%	-2%	-1%	3	.
Cc1ccc(NC(=O)C(C)OC(=O)c2ccc(NS(=O)(=O)c3ccc(F)c(F)c3)cc2)cc1 (configuration not stated)	-12%	7	-11%	0	-4%	2%	8%	3%	3	-13
COc1cccc(CNC(=O)CCc2nnc(C3CCCCC3)o2)c1	2%	5	3%	11	6%	-17%	-12%	2%	3	7
CC(=O)C1C(=O)CC(C)(O)C(C(C)=O)C1c1ccc(N(C)C)cc1 (configuration not stated)	6%	-9	5%	4	-1%	22%	0%	-2%	-6	-3
COc1ccc(C2c3sc(=O)[nH]c3SC3C4CCC(C4)C23)cc1 (configuration not stated)	-16%	-8	-6%	-3	?	-8%	3%	-1%	3	7
Cc1cc(NC(=O)CSc2nc3c(cc2C#N)CCCC3)no1	58%[activator]	2	14%	0	18%	6%	15%	2%	4	12
COc1ccccc1NC(=O)Nc1ccc(Cl)c(S(=O)(=O)Nc2ccccc2OC)c1	-3%	9	-4%	6	.	-22%	12%	1%	-2	-4
CCN(CC(=O)Nc1ccc(OC)cc1)C(=O)CSCc1c(C)noc1C	4%	-8	2%	0	.	-31%	.	.	.	-8
Cc1ccc(-n2ncc3c(=O)n(CC(N)=O)cnc32)cc1	1%	-3	-3%	-2	4%	1%	3%	2%	-1	-11
CCc1ccc(CN(C(=O)COc2c(C)cccc2C)C2CCS(=O)(=O)C2)cc1 (configuration not stated)	-3%	-42	-5%	23	-6%	25%	1%	-2%	-2	5
O=c1cc(-c2ccc(Cl)cc2)nc(N2CCN(c3ccccc3)CC2)[nH]1	-12%	-1	6%	1	-8%	-14%	5%	-3%	-2	-4
CCCCNC(=O)C(=O)Nc1cc2c3c(c1)CCC(=O)N3CCC2	-1%	0	1%	0	-3%	-2%	5%	-3%	.	-7
O=C(Cn1c(=O)sc2ccccc21)NCCOc1ccccc1F	3%	8	14%	9	-9%	10%	10%	0%	1	6
CC(C)(C)c1ccc2c(c1)C(c1ccc3c(c1)OCO3)CC(=O)O2 (configuration not stated)	-2%	-5	5%[11.5 µM]	.	.	21%	.	.	4	-11

Fetched by compound from the entries so far:
SMILES	ASM inhibitor	KCNH2 3.1 block	AT treatment	TRPV1 agonist	MBNL1 CUG block	a7 integrin act	MLL CXXC-DNA inh	GALK inh	FBPA coupling cs	hERG WT inh
COc1ccc(C2c3sc(=O)[nH]c3SC3C4CCC(C4)C23)cc1 (configuration not stated)	-16%	-8	-6%	-3	?	-8%	3%	-1%	3	7
CCN(CC(=O)Nc1ccc(OC)cc1)C(=O)CSCc1c(C)noc1C	4%	-8	2%	0	.	-31%	.	.	.	-8

Taken from above.
Cc1ccc(NC(=O)C(C)OC(=O)c2ccc(NS(=O)(=O)c3ccc(F)c(F)c3)cc2)cc1 (configuration not stated) in ASM inhibitor is entered as -12%
O=C(CCc1nnc(CCc2ccccc2)o1)NC(c1cccnc1)C(F)(F)F (configuration not stated) in TRPV1 agonist is entered as 4
COc1ccccc1NC(=O)Nc1ccc(Cl)c(S(=O)(=O)Nc2ccccc2OC)c1 in AT treatment is entered as -4%

Two of these compounds, set out differently:
Every second line gives: ASM inhibitor | KCNH2 3.1 block | AT treatment | TRPV1 agonist | MBNL1 CUG block | a7 integrin act | MLL CXXC-DNA inh | GALK inh | FBPA coupling cs | hERG WT inh
CCc1ccc(CN(C(=O)COc2c(C)cccc2C)C2CCS(=O)(=O)C2)cc1 (configuration not stated)
  -3% | -42 | -5% | 23 | -6% | 25% | 1% | -2% | -2 | 5
O=C(Cn1c(=O)sc2ccccc21)NCCOc1ccccc1F
  3% | 8 | 14% | 9 | -9% | 10% | 10% | 0% | 1 | 6

Other results follow.
SMILES	ASM inhibitor	KCNH2 3.1 block	AT treatment	TRPV1 agonist	MBNL1 CUG block	a7 integrin act	MLL CXXC-DNA inh	GALK inh	FBPA coupling cs	hERG WT inh
CCC1CN2CCc3cc(OC)c(OC)cc3C2CC1CC1c2cc(OC)c(OC)cc2CCN1C(=O)C(Cc1c[nH]c2ccccc12)NC(=O)OC(C)(C)C (configuration not stated)	12%	4	.	.	.	-8%	.	.	.	-5
O=[N+]([O-])c1ccc(C[n+]2ccc(Cc3ccccc3)cc2)cc1	0%	8	-2%	-1	?	-3%	4%	1%	-42*	0
Cc1ccc(Cn2cccc(-c3nc4ccccc4s3)c2=O)cc1	i	-5	28µM*	9	6%	5%	8%	0%	1	-3
CC(=O)c1cc(NC(=O)c2cccc(C(F)(F)F)c2)c(=O)oc1/C=C/N(C)C	-5%	0	2%	.	4%	9%	?	-4%	3	-21
O=C(Cn1nnc2ccccc2c1=O)NCc1ccc(Cl)cc1	7%	-12	24%	0	?	11%	0%	11%	-1	-6
COc1ccc(/C(C)=N/OC/C(O)=C(\C#N)c2nc3ccccc3[nH]2)cc1OC	-3%	-9	4%	-1	1%	-5%	2%	-1%	-1	-3
O=C(COC(=O)C1CC2CCCC(C1)C2=O)NNC(=O)c1ccc([N+](=O)[O-])cc1 (configuration not stated)	0%	1	7%	-1	.	0%	.	.	.	7
CC12CCC3(CC1CCC1OC12)OCCO3 (configuration not stated)	7%	-11	.	.	.	-10%	.	.	.	-11
CCCCNC(=S)N(C)/N=C/c1ccc(OCc2ccc(C(=O)OC)cc2)c(OC)c1	-8%	-17	4%	-2	-4%	17%	-2%	-1%	-3	16
O=C(Nc1ccccc1)OCc1cncs1	3%	6	3%	21	-11%	-15%	-9%	-2%	0	-3
Cc1ccc2cc(C3CC(c4ccco4)=NN3S(=O)(=O)c3ccccc3)c(Cl)nc2c1 (configuration not stated)	-2%	-25	5%	-3	4%	?	21%	-1%	-1	-2
COc1ccc(NC(=O)CNC(=O)Cc2ccccc2)cc1OC	-2%	-2	3%	0	-4%	3%	-6%	-3%	-1	12
O=C(CC(c1ccco1)C1CCCCC1=O)c1ccco1 (configuration not stated)	-2%	-1	0%	0	-4%	1%	16%	-1%	3	-2
CCCN(CCC)CCCNC(=O)C(NS(=O)(=O)c1ccc2c(c1)CCC(=O)N2)c1ccccc1 (configuration not stated)	6%	-7	6%	-1	2%	23%	1%	0%	0	-6
CCOC(=O)CN(C(=O)CSc1nnc2c(n1)[nH]c1ccc(F)cc12)c1ccccc1	-9%	0	-7%	1	?	-29%	2%	2%	-1	-1
COc1ccccc1NC(=O)Cc1csc(NC(=S)Nc2ccc(C)cc2)n1	-2%	-5	3%	1	3%	-3%	14%	-6%	.	-14
COc1ccc(-c2c(C)n([O-])c3c([n+]2=O)CCC3)cc1OC	0%	-11	3%	-3	?	0%	2%	-1%	0	3
Cn1c(NNC(=O)C2CCCCC2)cc(=O)n(C)c1=O	8%	-4	-3%	-2	-4%	20%	-3%	4%	0	-4
NC(=O)[C@@H]1CC2(CC(c3cccc(NC(=O)CC(c4ccccc4)c4ccccc4)c3)=NO2)CN1C(=O)COc1ccc(Cl)cc1 (some centres not stated)	-13%	-11	35µM*	-1	0%	-5%	9%	-3%	-6	6
